Arrestin-AP2 inh: blocks beta-arrestin peptide binding to AP2 adaptin; AID 504490; FITC-arrestin peptide / GST-AP2 beads, flow cytometry; AP2 beta2 appendage carries R879A mutation; inhibition, % at 10 µM; 340,000 tested, 0.31% active;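 active = inhibition above a set limit, near 3 SD of compounds lacking own fluorescence, cut at about 54% in these data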;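 note: plate controls were DMSO wells for no effect and 5 µM unlabelled arrestin peptide for full effect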
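System: GST-AP2 R879A glutathione beads | Also added: FITC-arrestin peptide, 50 nM | Times: 12 min plus 1 h, RT | Signal: Bead flow cytometry, FITC channel | Buffer or medium: PBS with 0.05% Tween 20 and 0.1% BSA | Read-out basis: Percent drop in bead-associated FITC signal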
Cardiac RTF inh: cardiac RTF calcium desensitization. 340,000 tested, 0.12% active. P19429+P45379. inhibition, % at 7.15 µM. IANBD-labeled cardiac RTF, Ca2+ fluorescence;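 active = inhibition above the mean inhibition of all tested compounds plus 3 SD, cut at about 17% in these data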;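 note: assay run at fixed EC70 calcium of 1.6 mM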
Wnt act: Wnt/beta-catenin pathway activation. Wnt/beta-catenin reporter cell assay, activator, plate reader. activation, % at 9.35 µM. 300,000 tested, 1.2% active; in the data active = activation above about 30%, passing the limit was not always enough; inconclusive = no clear call, values can overlap the other calls;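 note: 0% = neutral control wells and 100% = positive control wells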
Keap1-Nrf2 PPI: Keap1-Nrf2 (human) interaction inhibition; Q14145; Keap1 Kelch-Nrf2 peptide fluorescence polarization, 1536-well; inhibition, % at 9.4 µM; 340,000 tested, 0.15% active; in the data active = inhibition above about 12%; inconclusive = no clear call, values can overlap the other calls; inactive = below about 7.3%;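 note: human Keap1 Kelch domain with fluorescein labeled Nrf2 9mer peptide probe; 0% = neutral control wells and 100% = peptide positive control; higher means more block of Keap1 binding to Nrf2 peptide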
OPRM1-OPRD1 inv: inverse agonist of human OPRM1-OPRD1 heterodimerization; P35372+P41143; cell-based MOR-DOR heterodimer luminescence, inverse agonism; inhibition, % at 9.3 µM; 340,000 tested, 0.21% active; in the data active = inhibition above about 22%, passing the limit was not always enough;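 note: 0% = cells with DMSO and 100% = wells without cells with DMSO; values of inactives mirror those of a sister screen read the other way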
MOR-DOR ag: OPRM1-OPRD1 heterodimerization agonism | activation, % at 9.3 µM | cells, luminescence | P35372+P41143 | 340,000 tested, 0.3% active | AID 504326; in the data active = activation above about 18%;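 note: 0% = vehicle-treated cells and 100% = reference agonist; values of inactives mirror those of a sister screen read the other way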
DSG3 Ab inh: inhibitors of pemphigus antibody binding to human desmoglein-3. binding (percent of control), % at 10 µM. DSG3-coupled beads, scFv-anti-DSG3-GFP binding, flow cytometry; active compounds read low. 310,000 tested, 0.48% active;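 active = binding more than 3 SD below its plate's average and above zero; inconclusive = below that plate limit but binding exactly zero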;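 note: hits lower antibody fragment binding to DSG3; some compounds called inactive have numbers as strong as hits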
Target sequence (P32926 whole entry, looked up, the tested form may be a part): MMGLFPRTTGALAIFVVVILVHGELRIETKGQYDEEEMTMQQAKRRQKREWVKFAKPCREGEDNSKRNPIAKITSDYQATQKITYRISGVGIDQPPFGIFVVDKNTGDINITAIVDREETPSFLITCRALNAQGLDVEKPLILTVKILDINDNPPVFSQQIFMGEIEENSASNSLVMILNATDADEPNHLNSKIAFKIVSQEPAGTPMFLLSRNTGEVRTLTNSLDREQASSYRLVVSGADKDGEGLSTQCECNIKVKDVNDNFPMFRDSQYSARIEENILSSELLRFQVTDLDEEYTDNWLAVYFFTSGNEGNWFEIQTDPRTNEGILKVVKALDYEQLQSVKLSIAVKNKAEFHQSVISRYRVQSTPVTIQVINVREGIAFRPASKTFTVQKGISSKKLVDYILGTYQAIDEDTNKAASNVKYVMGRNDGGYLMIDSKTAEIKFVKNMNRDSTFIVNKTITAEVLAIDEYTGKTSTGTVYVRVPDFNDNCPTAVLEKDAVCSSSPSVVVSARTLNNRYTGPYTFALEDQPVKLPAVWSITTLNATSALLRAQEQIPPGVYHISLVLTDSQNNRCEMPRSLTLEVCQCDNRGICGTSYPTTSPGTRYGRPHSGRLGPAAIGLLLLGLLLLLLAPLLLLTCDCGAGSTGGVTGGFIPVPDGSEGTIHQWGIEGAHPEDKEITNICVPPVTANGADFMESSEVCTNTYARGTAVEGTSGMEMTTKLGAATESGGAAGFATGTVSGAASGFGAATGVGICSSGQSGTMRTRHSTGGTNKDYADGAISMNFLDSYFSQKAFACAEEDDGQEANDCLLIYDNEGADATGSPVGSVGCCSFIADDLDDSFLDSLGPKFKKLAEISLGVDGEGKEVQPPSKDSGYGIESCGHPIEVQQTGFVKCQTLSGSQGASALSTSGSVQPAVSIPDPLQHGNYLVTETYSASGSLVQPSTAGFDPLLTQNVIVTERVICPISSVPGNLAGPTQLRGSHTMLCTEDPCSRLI
C-LANA FP: blocks KSHV LANA C-terminal domain binding to DNA. MBP-C-LANA/FAM-LBS DNA binding, fluorescence polarization. inhibition, % at 9 µM. 340,000 tested, 0.078% active;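 active = highest replicate inhibition at or above 60% at 9 µM, even if other replicates fall short; inactive = all replicates below 60% inhibition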;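 note: 0% = neutral control wells and 100% = 4 µM acridine orange control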
V-ATPase pHluor: regulators of yeast V-ATPase proton transport. S. cerevisiae, pHLuorin cytosolic pH fluorescence. response, % at 10 µM. 350,000 tested, 0.37% active; in the data active = response mostly above about 7.3%, no sharp cut-off; inactive = mostly below about 5.4%; note: actives read high; inactives centre near 0; some compounds called inactive have numbers as strong as hits; reference of the scale not given here
cardiac RTF act: cardiac RTF calcium sensitization. 340,000 tested, 0.24% active. AID 493008. activation, % at 7.2 µM. IANBD-labeled TnC RTF fluorescence at EC20 calcium; 0% EC20 calcium, 100% full calcium. P19429+P45379;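 active = activation above the mean over all tested compounds plus 3 SD, cut at about 30% in these data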;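 note: rise in fluorescence read as greater calcium sensitivity of cardiac thin filaments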
* marks the source's active call; other numbers are inactive results; u = inconclusive; x = no result given; & = joins results of further samples.

Values run as follows: Arrestin-AP2 inh | Cardiac RTF inh | Wnt act | Keap1-Nrf2 PPI | OPRM1-OPRD1 inv | MOR-DOR ag | DSG3 Ab inh | C-LANA FP | V-ATPase pHluor | cardiac RTF act
Cc1nc(CNC(=O)c2ccccc2OC2CCN(S(C)(=O)=O)CC2)cs1
    -7 | -8 | 0 | 3 | 15 | -2.9 | 108 | -0.3 | -1 | 3
O=C(Nc1ccccc1C(=O)O)c1cc(S(=O)(=O)N2CCOCC2)c(Br)s1
    -4 | -3 | 1 | 0 | 6 | -1.2 | 107 | -0.7 | -6 | -1
OC(COCc1ccccc1)Cn1cnc2ccccc21 (stereo not drawn)
    5 | 6 | 0 | -4 | -24 | 4.5 | 119 | 0.0 | -7 | -4
CN(C)C(=O)c1cccn1-c1ncc(C(F)(F)F)cc1Cl
    -7 | -9 | -2 | 3 | 6 | -1.0 | 95 | 0.2 | 0 | 6
Cc1onc(-c2ccccc2)c1C(=O)NNC(=S)NC(=O)/C=C/c1ccccc1
    -4 | 3 | -2 | -3 | 20 | -3.9 | 82 | -0.6 | -4 | -2
CCCCCCCC(=O)NNC(=O)c1c(O)c2ccccc2n(CCC)c1=O
    20 | 1 | -1 | -2 | 10 | -2.1 | 100 | -0.1 | 2 | 1
Cc1cccc(COc2ccccc2/C=N/Nc2ccc([N+](=O)[O-])cc2)c1
    -3 | -14 | x | -3 | -2 | 0.4 | 110 | -1.1 | 1 | 8
O=C(Nc1ccccc1Cl)ON=C1c2ccccc2-c2ccccc21
    -3 | 2 | x | -4 | -41 | 6.8 | 99 | -1.6 | -1 | 6
Cc1nnc(-c2cnn(-c3ccccc3)c2N)n1Cc1ccccc1
    -6 | -13 | x | -7 | 5 | -1.0 | 91 | -1.1 | 2 | 0
N=C(N)SCc1nc2ccccc2c(=O)n1-c1ccccc1
    5&19 | -13&0 | 18 | -3&-3 | 10&8 | -1.9&-1.6 | 104&87 | -2.0&-1.4 | -4&0 | 9&6
Cc1nn(CC(=O)OCC(=O)NCCc2ccc(S(N)(=O)=O)cc2)c(C)c1[N+](=O)[O-]
    10 | -12 | 0 | 4 | 5 | -1.3 | 100 | -0.2 | 0 | 1
C/C(CC(=O)Nc1ccc2c(c1)OCCO2)=N\NC(=O)COc1ccc(Cl)c(C)c1
    -11 | -10 | 0 | -4 | -5 | 0.9 | x | -1.0 | 0 | -2
CCCN1CC=C2C(C#N)=C(N)C(C#N)(C#N)C(c3cccc(OC)c3OC)C2C1 (stereo not drawn)
    7 | -57 | x | 3 | -5 | 0.9 | 127 | 28 | -5 | 53*
CN(c1ccc(OCC(=O)OCC(=O)Nc2ccc(OC(F)F)cc2)cc1)S(=O)(=O)c1cccs1
    -3 | -6 | -1 | -5 | 21 | -5.5 | x | -2.0 | 2 | 2
CC(=O)c1c(C(C)=O)c(C)n(NC(=O)c2ccc(Cl)cc2)c1C
    2 | -2 | x | -1 | 12 | -2.4 | x | 1.8 | 2 | -1
COCCCNC(=O)CSc1nc2ccccc2c(=O)n1CCCN1CCCCC1
    -5 | -1 | 1 | -4 | 9 | -2.1 | 115 | 0.1 | 3 | -2
O=[N+]([O-])c1ccc(Sc2ccc(F)cc2)nc1
    9 | -3 | 2 | 0 | 10 | -2.0 | 113 | 0.4 | 1 | -3
CCN(CC)CCN(C(=O)c1cc(Cl)sc1Cl)c1nc2cc3c(cc2s1)OCO3
    -4 | 0 | -1 | -5 | 4 | -0.8 | 109 | -0.5 | 1 | 1
COc1cc(NC(=O)N[C@@H](CCSC)C(=O)O)cc(OC)c1
    -9 | 5 | 1 | -1 | 10 | -1.9 | 94 | 1.2 | 1 | 1
Cc1cc(C)nc(NNC2=CC(=[N+]3CCCCC3)CC(C)(C)C2)n1
    -16 | 6 | 1 | 0 | 11 | -2.5 | 93 | -2.1 | 6 | -1
O=C(COC(=O)C12CC3CC(CC(C3)C1)C2)N1CCN(S(=O)(=O)c2ccccc2)CC1
    -3 | 8 | -2 | -3 | 6 | -0.9 | x | 0.7 | -5 | -5
Clc1ccccc1OCCCCn1ccnc1
    8 | -12 | x | 0 | 16 | -3.0 | 99 | -1.0 | -4 | -4
CCc1c(C)nc2cc(-c3cc(OC)cc(OC)c3)nn2c1N1CCCC1
    7 | -2 | -2 | -7 | -8 | 1.5 | 100 | 0.9 | 1 | -1
CCOC(=O)C1CCN(C(=O)CCCOc2ccccc2)CC1
    -1 | -1 | x | -1 | 7 | -1.2 | 108 | 0.4 | -2 | -1
O=C(COC(=O)c1ccc(F)cc1F)c1ccc[nH]1
    72* | -7 | 0 | 0 | -7 | 1.1 | 103 | 1.8 | 9 | -3
O=C(CSc1ccc([N+](=O)[O-])cn1)Nc1nccs1
    -10 | -9 | -1 | -4 | -4 | 0.7 | 105 | -0.9 | -1 | -4
COc1ccc(CC(NC(C)=O)C(=O)NC2CCN(C(=O)c3ccccc3F)CC2)cc1 (stereo not drawn)
    -5 | -9 | 0 | 3 | 11 | -2.0 | 103 | 0.4 | 3 | -6
COC(=O)CSc1nnc(-c2ccoc2C)n1-c1ccc(C)cc1
    27 | -9 | x | 1 | 10 | -1.6 | 89 | 0.1 | 4 | -4
COCCn1c(SCc2nc3ccccc3s2)nc2ccccc21
    15 | -6 | u | -4 | 0 | 0.0 | 109 | -1.5 | 4 | -2
CCc1ccc(/C=N/NC(=O)c2nnn(-c3nonc3N)c2C(C)C)cc1
    27 | -2 | -1 | -3 | -35 | 6.5 | 102 | -0.2 | -5 | 1
CCC(=O)Nc1ccc(NC(=O)CN2CCCC(C)C2)c(Cl)c1 (stereo not drawn)
    -2 | 3 | x | 3 | -14 | 2.5 | 110 | -1.2 | -1 | -6
Cc1ccc(NC(=O)C(=O)NCCN2CCN(S(=O)(=O)c3ccccc3)CC2)cc1C
    -4 | -15 | -1 | -3 | -17 | 3.3 | 103 | -0.7 | 7 | 6
COc1ccccc1N=c1scc(-c2ccc3c(c2)NC(=O)CO3)n1CC1CCCO1 (stereo not drawn)
    13 | -10 | x | -5 | 24 | -4.2 | 110 | -0.9 | 0 | 6
COc1ccccc1CNC(=O)C(C)Sc1ccsc1[N+](=O)[O-] (stereo not drawn)
    2 | 5 | -2 | -9 | 9 | -1.2 | 102 | -0.4 | 0 | -5
O=C(O)c1ccc(-c2ccccc2)[nH]c1=O
    -8 | 7 | 3 | -1 | 16 | -3.0 | 99 | 1.1 | 2 | 6
COCc1nnc(NC(=O)c2ccc(S(=O)(=O)N(C)c3ccccc3)cc2)o1
    0 | -7 | -2 | 1 | 9 | -1.5 | 98 | -0.4 | -1 | 3
CN(CCO)C1=CC(=O)CC(C)(C)C1
    31 | 1 | -5 | -3 | 16 | -2.6 | x | -0.7 | -6 | -7
O=C(Nc1cccc(F)c1)N1CCN(C/C=C/c2ccccc2)CC1
    -4 | 6 | -3 | -5 | 9 | -1.4 | x | -0.8 | 1 | -4
COCCCN1CN(Cc2ccccc2)CNC1=S
    -1 | -4 | -1 | -2 | 7 | -1.2 | 102 | 2.3 | 0 | 2
Cc1cccc(NC(=O)c2sc(Cl)nc2C)c1C
    5 | -3 | -5 | -6 | 3 | -0.6 | 108 | 0.2 | -2 | -1

Marked active in Arrestin-AP2 inh, among the entries above:
smiles	Arrestin-AP2 inh	Wnt act	Keap1-Nrf2 PPI	OPRM1-OPRD1 inv	MOR-DOR ag	DSG3 Ab inh	C-LANA FP	V-ATPase pHluor
O=C(COC(=O)c1ccc(F)cc1F)c1ccc[nH]1	72*	0	0	-7	1.1	103	1.8	9

(cont.)
smiles	Arrestin-AP2 inh	Cardiac RTF inh	Wnt act	Keap1-Nrf2 PPI	OPRM1-OPRD1 inv	MOR-DOR ag	DSG3 Ab inh	C-LANA FP	V-ATPase pHluor	cardiac RTF act
CCC(C(=O)NC(C)(C)C)N(Cc1ccco1)C(=O)Cn1nnc(-c2ccc(F)cc2)n1 (stereo not drawn)	12	6	-1	-1	-4	0.8	105	-0.2	-3	-4
COC(=O)C1=C(C)NC(=O)NC1/C=C/c1ccccc1 (stereo not drawn)	19	-2	-3	-5	2	-0.4	x	1.2	-7	3
CCOC(=O)c1c(-c2ccccc2)csc1NC(=S)NC(=O)c1ccccc1	-1	-1	x	-2	12	-1.9	x	2.7	-1	-4
C=CCN1CCCC1CNC(=O)c1cc2[nH]nnc2cc1OC (stereo not drawn)	19	-2	-1	1	9	-1.6	106	-6.1	15*	-1
O=C(CSc1nnc(C2COc3ccccc3O2)o1)N1CCCC1 (stereo not drawn)	-2	-12	7	-1	8	-1.6	97	-11	-3	3
C=CCN(CC=C)Cc1c(O)ccc2c1oc(=O)c1ccccc12	3	-12	x	1	45*	-7.6	124	-1.1	6	-6
CCCCCCCCN1[C@@H](CC(=O)OCC)c2cc(C(F)(F)F)ccc2S1(=O)=O	0	9	-2	2	-20	3.5	98	-0.5	-3	-1
Cc1ccc(/C=N\NC(=O)c2ccc(Cn3cc(Br)c([N+](=O)[O-])n3)o2)o1	14	-12	-1	0	1	-0.1	91	0.4	-2	-7
CCN1CCN(c2cc(C)c3cc(NC(=S)N4CC(C)CC(C)C4)ccc3n2)CC1 (stereo not drawn)	1	-3	8	-6	1	-0.1	101	-1.4	2	3
O=C(c1ccc(CS(=O)(=O)c2ccc(Br)cc2)o1)N1CCN(c2ncccn2)CC1	8	-1	-2	-4	8	-1.6	100	1.9	-2	9
COCCNC(=S)Nc1cc(OC)c(NC(=O)c2ccco2)cc1OC	-8	-10	x	-4	16	-3.3	106	-0.4	3	3
COc1ccccc1-c1cc(C(F)(F)F)nc(N2CCOCC2)n1	-1	7	-6	-4	-35	5.5	x	-1.0	0	2
COc1ccc(CNC(=O)CN(Cc2ccc(Cl)cc2)S(C)(=O)=O)cc1	-17	-5	x	2	5	-0.9	128	-2.4	1	4
COc1ccc(NC(=O)C(=O)NNC(=O)C(C)Oc2ccc(Cl)cc2Cl)cc1 (stereo not drawn)	24	-5	-1	1	7	-1.4	99	0.2	-1	8
Nc1nc2cc(S(=O)(=O)N3CCOCC3)ccc2o1	-4	10	-1	-3	3	-0.6	122	-2.8	-2	0
COc1ccc(-c2nnc3ccc(SCC(=O)N4CCCCC4)nn23)cc1OC	-1	-6	-5	-4	16	-3.2	106	0.7	-2	-4

An excerpt from above, reduced to Arrestin-AP2 inh, MOR-DOR ag and V-ATPase pHluor:
mol	Arrestin-AP2 inh	MOR-DOR ag	V-ATPase pHluor
COc1ccc(CNC(=O)CN(Cc2ccc(Cl)cc2)S(C)(=O)=O)cc1	-17	-0.9	1
COc1ccccc1-c1cc(C(F)(F)F)nc(N2CCOCC2)n1	-1	5.5	0
